Screening results from PubChem.
KDM5B inhibitor: inhibitors of human KDM5B histone demethylase; Potency, µM (series often up to 57.7 µM), inactives show top-dose activity change, negative = inhibition, hits mostly inhibitors; KDM5B demethylase, FDH-coupled NADH fluorescence (FDH is formaldehyde dehydrogenase); 220,000 compounds, 2.6% hits; AID 1347165; Q9UGL1; active = well fitted inhibition curve with a large enough effect; inconclusive = small, poorly fitted or top-dose-only effect; inactive = no such curve, though single readings can be large or run the other way; note: 0% is about no effect; nearly all actives have a fitted effect of over 70% in size
Target sequence (Q9UGL1 whole entry, looked up): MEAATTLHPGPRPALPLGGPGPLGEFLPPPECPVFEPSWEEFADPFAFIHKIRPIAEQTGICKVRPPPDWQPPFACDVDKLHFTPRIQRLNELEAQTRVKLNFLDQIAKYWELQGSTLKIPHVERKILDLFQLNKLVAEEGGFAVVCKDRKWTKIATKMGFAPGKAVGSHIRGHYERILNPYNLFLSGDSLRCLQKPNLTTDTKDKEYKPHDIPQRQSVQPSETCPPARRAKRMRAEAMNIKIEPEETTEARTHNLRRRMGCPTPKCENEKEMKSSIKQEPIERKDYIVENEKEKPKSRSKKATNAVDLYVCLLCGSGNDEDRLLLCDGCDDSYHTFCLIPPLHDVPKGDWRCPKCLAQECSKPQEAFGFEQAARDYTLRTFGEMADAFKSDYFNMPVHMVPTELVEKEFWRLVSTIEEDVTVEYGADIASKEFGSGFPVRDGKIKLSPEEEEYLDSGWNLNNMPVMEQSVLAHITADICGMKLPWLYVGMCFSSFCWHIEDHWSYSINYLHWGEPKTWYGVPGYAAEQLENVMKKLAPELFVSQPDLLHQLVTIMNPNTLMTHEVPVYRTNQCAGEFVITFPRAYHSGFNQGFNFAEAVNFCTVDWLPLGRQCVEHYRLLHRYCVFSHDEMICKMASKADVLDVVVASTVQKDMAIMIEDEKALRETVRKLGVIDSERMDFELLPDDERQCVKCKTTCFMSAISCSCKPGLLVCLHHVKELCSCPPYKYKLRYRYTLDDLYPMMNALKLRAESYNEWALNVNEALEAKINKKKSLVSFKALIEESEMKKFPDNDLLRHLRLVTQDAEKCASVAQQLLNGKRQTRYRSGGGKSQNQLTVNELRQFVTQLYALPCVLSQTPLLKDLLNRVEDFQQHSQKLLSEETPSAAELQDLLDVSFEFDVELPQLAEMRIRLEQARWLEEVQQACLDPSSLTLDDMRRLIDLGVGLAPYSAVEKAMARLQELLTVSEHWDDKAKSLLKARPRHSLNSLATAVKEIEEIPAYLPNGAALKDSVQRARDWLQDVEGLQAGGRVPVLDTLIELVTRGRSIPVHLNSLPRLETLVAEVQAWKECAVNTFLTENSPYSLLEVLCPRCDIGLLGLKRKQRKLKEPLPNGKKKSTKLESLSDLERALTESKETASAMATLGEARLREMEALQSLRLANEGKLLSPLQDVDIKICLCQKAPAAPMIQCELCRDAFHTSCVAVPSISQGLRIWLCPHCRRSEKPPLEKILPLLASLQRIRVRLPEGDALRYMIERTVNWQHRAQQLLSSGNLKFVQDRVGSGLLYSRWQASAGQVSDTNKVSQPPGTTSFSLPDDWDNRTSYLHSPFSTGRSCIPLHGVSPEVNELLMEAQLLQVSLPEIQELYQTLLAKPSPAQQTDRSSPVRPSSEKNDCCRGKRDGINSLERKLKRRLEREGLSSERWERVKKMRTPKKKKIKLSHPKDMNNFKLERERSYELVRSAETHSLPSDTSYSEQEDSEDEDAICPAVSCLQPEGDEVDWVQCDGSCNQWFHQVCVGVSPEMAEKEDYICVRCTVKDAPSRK
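KDM5BΔAP (200 nM final) in 50 mM HEPES pH 7.5, 0.01% Tween-20 was preincubated 10 min at RT with compound over a concentration range. Substrate mix (H3K4me3 12.5 µM, α-KG 25 µM, Fe²⁺, ascorbate, NAD⁺, FDH) was added, and NADH fluorescence change over 30 min gave dose-response curves.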
An asterisk follows results filed as active; ? = inconclusive; & = joins results of further samples; [ ] = another dose, or the depositor's remark. Potency is the fitted concentration of half-maximal effect. These rows are one share of the data; count on the stated rates, not on these rows.

SMILES	KDM5B inhibitor
O=C(Cc1ccccc1)N1CC2CC(C1)[C@H]1CCCC(=O)N1C2 (stereo partly specified)	5.5%
CNC(=O)N1CCC(C2CCN(C(=O)c3ccccc3OC(F)(F)F)C2)CC1 (stereo unspecified)	20.9%
Cc1ccc2nc(Cl)c(-c3ccccc3)cc2c1	-24.9%
CSc1ccc(S(=O)(=O)N2CCC(C(=O)Nc3cccnc3)CC2)cc1	16.8%
NC(=O)c1oc2ccccc2c1NC(=O)c1ccc([N+](=O)[O-])o1	-57.9%
CO/N=C(/CN1CCCCC1)c1ccc(Cl)cc1	6.2%
NCCCS(N)(=O)=O	-2.6%
Cc1ccccc1-c1noc(-c2cc3ccccc3oc2=O)n1	?
COc1ccc(NC(=O)c2cc3n(n2)CC(c2ccc(Cl)cc2)OC3)cc1 (stereo unspecified)	-31.8%
CC(NS(=O)(=O)c1ccc(C#N)cc1)c1cccs1 (stereo unspecified)	21.6%

Part of the list above, as comma-separated lines.
molecule,KDM5B inhibitor
CO/N=C(/CN1CCCCC1)c1ccc(Cl)cc1,6.2%
NCCCS(N)(=O)=O,-2.6%
Cc1ccc2nc(Cl)c(-c3ccccc3)cc2c1,-24.9%

(more compounds)
SMILES	KDM5B inhibitor
COc1ccc(N2CCN(S(=O)(=O)c3cc(Br)cc4c3N(C(=O)C3CC3)CC4)CC2)cc1	?
Cc1ccc2c(c1)SC(C(=O)O)C2 (stereo unspecified)	26.8%
COc1ccc(C(=O)N2CCC([C@@H]3CNC[C@H]3CO)CC2)cc1	-24.1%
CC(Oc1ccccc1Cl)C(=O)N1CCCN(C)CC1 (stereo unspecified)	16.2%
COc1ccc(CCNC(=O)c2cc(=O)c3cc(C)cc(C)c3o2)cc1OC	?
COc1ccc(N(CC(=O)NCCSc2ccccn2)S(=O)(=O)c2ccc(C)cc2)cc1OC	3.5%
COC(=O)[C@@H]1Cc2ncn(Cc3ccccc3)c2CN1S(=O)(=O)c1ccc(C)cc1	-12.8%[86.2 µM]
CCCCOP(=O)(c1ccc(N(C)C)cc1)C(O)c1cc(OC)ccc1OC (stereo unspecified)	-16.7%
Cc1ccsc1C(=O)N1CCN(c2cc(-c3cccs3)[nH]n2)CC1	?
CC1CCN(S(=O)(=O)c2ccc3c(c2)N(CC(=O)NC(C)(C)C)C(=O)CS3)CC1	-14.2%
CCC(=O)Nc1nc2c(C)cc(NC(=O)Nc3ccccc3OC)cc2s1	0.4%
Cc1ccc(CN2CCN(c3nc4c(c(=O)[nH]c(=O)n4C)n3Cc3ccc(C)cc3)CC2)cc1	14.8%
COc1ccc(S(=O)(=O)N2CCOC2CNC(=O)C(=O)NCc2ccncc2)cc1 (stereo unspecified)	19.5%
CC1CCCN(S(=O)(=O)c2ccc(-c3nc(C#N)c(NCCc4ccccc4)o3)cc2)C1 (stereo unspecified)	?
Cc1noc(C)c1C(=O)NC1CCCc2c1[nH]c1ccc(F)cc21 (stereo unspecified)	-24.8%
COc1cc(/C=C(/C#N)C(=O)c2cccc(C)c2)cc(Cl)c1O	?
Cc1ccc(NC(=O)CCn2cnc3onc(-c4ccc(F)cc4)c3c2=O)c(Br)c1	-3.9%
CN(C)C[C@@H]1CN(C)C[C@H]1NC(=O)c1ccnnc1	-4.5%
Fc1ccccc1COc1ccc(-c2nnco2)cc1	3.7%
COc1ccc(CCn2c(NN=C(C)C)nc3c2c(=O)[nH]c(=O)n3C)cc1	?
COc1cccc(-c2nc(CS(=O)(=O)CC(=O)Nc3c(C)cc(C)cc3C)c(C)o2)c1	2.8%
N#Cc1cccc(CN[C@H]2CO[C@H]3[C@@H]2OC[C@@H]3n2cc(-c3ccccn3)nn2)c1	-18.0%[86.2 µM]
Cc1cc(S(=O)(=O)N2C[C@@H](F)C[C@H]2C(=O)N2CCCCC2)ccc1Cl	12.2%
COc1cc(NC(=O)N2CCCC(Cn3cnc4cccnc43)C2)cc(OC)c1OC (stereo unspecified)	-15.0%
COC(=O)c1cc2sc(Cl)cc2n1Cc1nc(-c2ccccc2C)oc1C	-16.3%
COCCN1CCCCCC(O)c2cc(C(=O)Nc3cccc(OC)c3)ccc21 (stereo unspecified)	?
Cc1cc(NC(=O)c2cc(F)ccc2Br)n(CCC#N)n1	14.4%
CCc1nc2c(c(-c3ccc(OC)cc3)n1)CN(C(=O)c1ccc(C(F)(F)F)cc1)CC2	-13.3%[115 µM]
O=C1Nc2ccc(-c3cccc(C(F)(F)F)c3)cc2C(=O)N2CCN(C(=O)c3cccc(F)c3)C[C@H]12	-2.7%
Cc1cccc(-c2nnc(SCc3cc(=O)c4cccc(Cl)c4[nH]3)n2C)c1	3.0%
CN1CCc2[nH]cnc2C12CCN(C(=O)c1ccc(-c3ccn[nH]3)cc1)CC2	17.5%
COc1cccc(CN2CCCOCCNC(=O)[C@@H]3CCCC[C@@H]32)c1	8.2%
O=C(CSc1n[nH]c(-c2ccccc2)n1)c1cc(F)ccc1F	-22.9%
O=C(O)CNC(=O)c1ccc(Oc2c(F)c(F)c(Oc3ccc(C(=O)NCC(=O)O)cc3)c(F)c2F)cc1	-10.3%
O=C(c1nnc(CN2CCN(c3ccccn3)CC2)n1-c1cccnc1)N1CCC[C@@H]1c1cccc(F)c1	?
CC(C)CCNC(=O)c1ccc2c(c1)N(Cc1ccccc1F)C(=O)c1ccccc1S2(=O)=O	-24.2%
COc1ccccc1C(=O)Nc1ccc2oc(=O)ccc2c1	92.5%[activator]
COCC(C)NS(=O)(=O)c1ccc(C)cc1C (stereo unspecified)	12.1%
CC1CCc2sc(C(=O)OCC(=O)N3CCC(c4ccccc4)=N3)cc2C1 (stereo unspecified)	21.1%
COCCC(=O)N1CCC(Oc2ccc(C(=O)N(C)Cc3cc(C)no3)cc2)CC1	25.5%
CCc1ccc(NC(=O)CSc2nc(=O)n(Cc3cccnc3)c3c2CCC3)cc1	-1.6%
CC1(C)CC(=O)C2=C(C1)NC(=O)CC2c1ccccc1C(F)(F)F (stereo unspecified)	18.9%
O=c1[nH]c(CN2CCN(Cc3cccs3)CC2)nc2scc(-c3ccc(F)cc3)c12	-5.5%
COc1ccccc1NC(=O)Cn1c(=O)n(-c2ccc(C)cc2)c(=O)c2c1cnn2C	0.1%
Cc1ccc(OCc2nc(C3CCCN3C(=O)Nc3ccc(C)c(F)c3)no2)cc1 (stereo unspecified)	6.8%
CCOC(CC(=O)NNC(=O)c1c(-c2ccccc2Cl)noc1C)OCC	32.3%
Cc1cccc(Cn2cccc2CNS(=O)(=O)c2ccc(C)c(C)c2)c1	?
CN(C)C(=O)CN1CCCc2nc(C3CC3)ncc2C1=O	-15.4%
Cc1ccc(CN(C)C(C)C(=O)NCc2cccs2)cc1 (stereo unspecified)	8.2%
Cc1cccc(-n2c(=O)c3c4c(sc3n3cnnc23)CCCC4)c1	5.4%&-9.9%
(more compounds)
SMILES	KDM5B inhibitor
CC(C)C(=O)N1CCOc2ccc(CN3CCc4ccccc4C3)cc2C1	?
NC1CC(c2cc(N3CCC(OCc4ccccc4)CC3)ncn2)C1 (stereo unspecified)	18.3%
N#Cc1cn(CC(=O)Nc2cc(F)ccc2F)c2ccccc12	-7.4%
O=C(COC(=O)c1cc2ccccc2cc1O)Nc1ccc(F)cc1	6.4%
CCCC[N+](CCCC)(CCCC)CCCC	7.7%
Cn1cc(S(=O)(=O)c2ccc(Cl)cc2)c(=O)c2cc(F)c(N3CCCCCC3)cc21	-16.4%
CN(C)c1ccc(CN(C)C2CCOc3ccccc32)cc1 (stereo unspecified)	9.1%[86.2 µM]
Cc1cc2ccccc2n1CCNC(=O)c1ccccc1F	-42.0%
COc1ccc(CN2CCn3c(nn(-c4ccncc4)c3=O)C2)cc1	-4.9%
COC(=O)c1ccc(Cn2c(SCc3ccc(F)cc3)nc3ccncc32)cc1	13.6%
CCC(C)NC(=O)C(NC(=O)c1ccc(OC)cc1)C1CCN(C(=O)c2cccc(OC)c2)CC1 (stereo unspecified)	?
CCC1CCCCN1S(=O)(=O)c1ccc(NC(=O)c2cc(=O)c3cc(C)cc(C)c3o2)cc1 (stereo unspecified)	1.8%
COCCCN(Cc1ccco1)C(=O)Cn1ncc2c(=O)oc3ccc(C)cc3c21	20.0%
Cc1ccc(SCc2nc(-c3ccc(C(=O)NCCc4ccc(Cl)cc4)cc3)oc2C)cc1	-13.8%
CCN(CC)CCN(C(=O)C1=COCCO1)c1nc2cc3c(cc2s1)OCO3	-0.2%
Cc1nc(C2CC(O)C2)cc(N2CCN(c3cnn(C)c(=O)c3)CC2)n1 (stereo unspecified)	4.3%
Cc1ccc2c(-c3cc4ccccc4o3)cc(=O)oc2c1C	11.5%
O=C(COC(=O)c1ccccc1C(=O)c1ccc(Cl)c([N+](=O)[O-])c1)NC12CC3CC(CC(C3)C1)C2	-5.6%
CC1=C(C(=O)Nc2ccccc2)C(c2ccc(O)cc2)n2nc(SCc3ccccc3)nc2N1 (stereo unspecified)	?
Cc1cccc(-c2nc(CSc3nncn4c3cc3sccc34)c(C)o2)c1	-12.9%

An excerpt from above in order of the KDM5B inhibitor value, largest number first:
SMILES	KDM5B inhibitor
Cc1ccc2c(-c3cc4ccccc4o3)cc(=O)oc2c1C	11.5%
Cc1nc(C2CC(O)C2)cc(N2CCN(c3cnn(C)c(=O)c3)CC2)n1 (stereo unspecified)	4.3%
CCC1CCCCN1S(=O)(=O)c1ccc(NC(=O)c2cc(=O)c3cc(C)cc(C)c3o2)cc1 (stereo unspecified)	1.8%
CCN(CC)CCN(C(=O)C1=COCCO1)c1nc2cc3c(cc2s1)OCO3	-0.2%
O=C(COC(=O)c1ccccc1C(=O)c1ccc(Cl)c([N+](=O)[O-])c1)NC12CC3CC(CC(C3)C1)C2	-5.6%
Cc1cccc(-c2nc(CSc3nncn4c3cc3sccc34)c(C)o2)c1	-12.9%

Going on with the list.
SMILES	KDM5B inhibitor
N#Cc1ccccc1Cn1c(=O)n(CCCC(=O)NCc2ccccc2Cl)c(=O)c2ccccc21	-16.2%
Cc1cc(C)c(C)c(S(=O)(=O)Nc2ccccc2N2CCOCC2)c1C	-8.6%
CN(Cc1cccnc1)C1CN(C(=O)C2CCCC2)C1	-8.1%
CC(C)c1cc(NCc2csc(-c3ncccn3)n2)n2nccc2n1	-10.4%
CC(C#N)CN(C)C(=O)/C=C/c1ccsc1 (stereo unspecified)	10.1%
O=C(CSc1ccccn1)N1CCn2nc(C(O)c3ccccc3)cc2C1 (stereo unspecified)	-7.9%
C[C@H]1COc2cc(Br)ccc2S(=O)(=O)N1Cc1cn(Cc2ccco2)nn1	-4.3%
CCc1ccccc1NC(=O)N1CCN(c2cc(-c3noc(C)n3)ccc2C)CC1	-6.4%
COc1ccc(-c2cc(C(=O)NCc3ccco3)c3ccccc3n2)cc1OC	?
O=C(NCc1cccnc1)c1ccc2c(c1)N(Cc1ccccc1)C(=O)c1ccccc1S2=O (stereo unspecified)	20.7%
COc1ccc(NC(=O)CCCc2nc(-c3ccco3)no2)c(OC)c1	-23.2%
Cc1cccc(-n2c(SCC(=O)c3ccccc3)nnc2-c2ccc(Br)cc2)c1	8.4%
CN1C(C(=O)Nc2cccc(O)c2)=CC(c2cccs2)=NS1(=O)=O	?
CCC(CC)C(NC(=O)CNC(=O)C1CC1)c1cccs1 (stereo unspecified)	14.0%
Cc1[nH]ncc1CNC(=O)CCC1CCCN(S(=O)(=O)c2cccc(F)c2)C1 (stereo unspecified)	?
CC(C)C(=O)Nc1nnc2n1CCS2	3.5%
COc1ccc(S(=O)(=O)Oc2ccc3c(c2)O/C(=C\c2ccc(C(C)C)cc2)C3=O)cc1	-18.2%
CCOc1ccc2c(c1)c(=O)c(S(=O)(=O)c1ccccc1)cn2CC(=O)Nc1ccccc1OC	?
CCc1ccccc1NC(=O)CCc1ncc(-c2ccc(F)cc2F)o1	6.1%
CC(c1cccs1)N(C)Cc1ccncc1 (stereo unspecified)	-27.0%[86.2 µM]
O=C(Nc1ccc([C@@H](O)[C@H]2COCC(=O)N2Cc2ccccn2)cc1)c1cnccn1	-29.4%[86.2 µM]
Cc1cc(C)n2ncc(-c3noc(C(=O)NCCO)n3)c2n1	0.9%
CCc1nc2c(c(-c3ccc(Cl)cc3)n1)CN(C(=O)c1ccc(C(F)(F)F)cc1)CC2	-15.5%
Cc1ccc(S(=O)(=O)N(CC(=O)N2CCN(C)CC2)Cc2ccc(Cl)cc2)cc1	-13.8%
Cc1cc(C(=O)N(CCC(=O)NCc2ccccc2)CCC(C)C)c(C)o1	?
Cc1ccc(CNC(=O)c2c[nH]n3c(=O)c(Cc4ccc(Cl)cc4)c(C)nc23)cc1	?
COc1ccc(Br)cc1CNC(=O)c1cnc2sc(N3CCCC3)nn2c1=O	-29.9%
Cc1ccc(C)c(NC(=O)CN(C)S(=O)(=O)c2cccc3cccnc23)c1	1.9%
Cc1cc(C)cc(NC(=O)Cc2c[nH]c3ccccc23)c1	7.3%
COc1ccc(C(=O)N(C)CC(O)c2ccccc2)cc1OC1CCN(C(C)=O)CC1 (stereo unspecified)	26.3%
Cc1ccc(SCc2ccc(C(=O)Nc3ccc(C)cc3C)cc2)cc1	7.0%
CC(C)c1ccc(C(=O)NC(=S)NCCCO)cc1	15.6%
CN1c2cc(C(=O)NCc3ccccc3)ccc2C(=O)N2CCCCC21 (stereo unspecified)	?
CCCNc1c(NC(=O)NC2(CC(=O)OCC)CCCCC2)c(=O)oc2ccccc12	1.1%
CCS(=O)(=O)Nc1ccc(C2(C(=O)N3CCN(CC(C)C)CC3)CCCCC2)cc1	-23.5%
Cc1ccc(-c2cnc(-c3ccc(Br)cc3)o2)cc1	3.7%
CCN1CCCC1CNC(=O)c1cc(=O)[nH]c2ccccc12 (stereo unspecified)	232.6%[activator]
COCc1cc(C[C@@H]2CC[C@H](O)[C@@H](CNC(=O)Nc3ccc(OC)cc3)O2)no1	20.0%[86.2 µM]
Cn1c(=O)[nH]c(=O)c2c1nc(CN1CCOCC1)n2Cc1ccc(F)cc1	9.2%
